RGS4 act = RGS4 potentiators or activators, primary screen, cell-based, HEK293 M3R inducible RGS4, calcium flux | B-score at 10 µM | carbachol calcium flux Fluo4; stronger effect = lower value | 0.92% of 310,000 active;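 active = B-score of the integrated calcium signal more than 4 SD below the library mean, with starting fluorescence not abnormally high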;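 also: negative B-score means reduced calcium response which marks RGS4 activation or potentiation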
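test system = M3R-expressing HEK293 line, RGS4 induced by doxycycline | probe or stimulus = carbachol at ECmax as muscarinic agonist stimulus | timing = dye loading 30 min 37 °C, buffer rest 30 min RT | signal = calcium dye Fluo4 fluorescence | evaluation = B score from integrated fluorescence ratio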
TMEM16A inh = TMEM16A chloride channel inhibitors, primary screen, cell-based, HTS; Anoctamin-1 (Mus musculus), Q8BHY3; HEK293 TMEM16A/YFP iodide influx fluorescence, ionomycin; normalized B-score (activity score, 25-100; higher = stronger inhibition) at 10 µM; 1.2% of 310,000 active;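 active = ratio plate-corrected score three or more library SD toward inhibition, starting fluorescence score within five deviations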;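 also: score derived from kinetic fluorescence span divided by baseline fluorescence per well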
TRPC6 act = mouse TRPC6 channel activators, primary screen, cell-based, HEK293, membrane potential dye; Short transient receptor potential channel 6 (Mus musculus), Q61143; HEK293-TRPC6 membrane potential dye fluorescence; stronger effect = higher value; B-score at 10 µM; 0.13% of 310,000 active; AID 2550, 2010;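 active = B-score of the integrated fluorescence ratio above library mean plus 3 SD, and starting fluorescence ratio within library mean plus 5 SD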;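 also: higher score means more depolarization so channel activation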
TRPC6 inh = mouse TRPC6 channel inhibitors, primary screen, cell-based, HEK293, membrane potential dye; AID 2553, 2010; 1.1% of 310,000 active; ACh-evoked depolarization; stronger effect = lower value; B-score at 10 µM; Short transient receptor potential channel 6 (Mus musculus), Q61143;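 active = B-score under library mean minus 3 SD, initial fluorescence not abnormally high, positive integrated signal ratio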;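 also: B-score derived from integrated fluorescence ratio over the kinetic read; more negative B-score means stronger inhibition of depolarization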
RGS4 block = RGS4 inhibitors, primary screen, cell-based, HEK293 M3R inducible RGS4, calcium flux | B-score at 10 µM | Regulator of G-protein signaling 4 (Homo sapiens), P49798 | AID 463165, 2010 | Fluo-4 calcium flux; stronger effect = higher value; triggered by carbachol at its EC20 | 0.45% of 310,000 active;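 active = B-score, a plate-corrected calcium signal, over three deviations above library mean, with baseline fluorescence within five deviations of library mean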;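 also: RGS4 expression induced by doxycycline in cells with stable M3 receptor; B-score is computed from the integrated fluorescence ratio over baseline after carbachol; higher B-score means a larger calcium signal and so more RGS4 inhibition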
Target sequence (P49798 whole entry, looked up): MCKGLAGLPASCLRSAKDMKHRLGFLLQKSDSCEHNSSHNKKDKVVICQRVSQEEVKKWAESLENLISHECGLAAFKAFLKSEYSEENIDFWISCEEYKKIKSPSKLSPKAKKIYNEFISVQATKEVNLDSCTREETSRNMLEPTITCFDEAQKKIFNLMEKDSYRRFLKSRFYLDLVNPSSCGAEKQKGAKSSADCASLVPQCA
MrgX1 agonist = agonists of human MrgX1 receptor, primary screen, HEK293 cells, Fluo-4 calcium flux. Mas-related G-protein coupled receptor member X1 (Homo sapiens), Q96LB2. Fluo-4 calcium fluorescence, agonist mode; stronger effect = higher value. B-score at 10 µM. 0.44% of 310,000 active;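 active = calcium response B-score plate-corrected fluorescence ratio at least 3 library SD, with starting fluorescence B-score inside 5 SD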
Target sequence (Q96LB2 whole entry, looked up): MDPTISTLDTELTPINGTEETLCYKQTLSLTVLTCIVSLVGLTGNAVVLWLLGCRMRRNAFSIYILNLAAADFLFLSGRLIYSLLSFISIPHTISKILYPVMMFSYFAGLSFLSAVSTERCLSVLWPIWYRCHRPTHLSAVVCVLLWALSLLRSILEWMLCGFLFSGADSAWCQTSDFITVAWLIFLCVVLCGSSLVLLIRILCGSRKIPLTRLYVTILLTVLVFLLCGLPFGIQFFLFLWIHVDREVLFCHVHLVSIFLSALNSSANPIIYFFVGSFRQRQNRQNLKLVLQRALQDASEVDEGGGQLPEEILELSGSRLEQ
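Test system: Stable human MrgX1 HEK293 cell line | Schedule: Overnight plating before 1 h dye loading | Read-out basis: Baseline-normalised fluorescence change ratio, B-scored | Detection: Kinetic calcium dye fluorescence, Fluo-4 NW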
MrgX1 antagonist = antagonists of human MrgX1 receptor, primary screen, HEK293 cells, Fluo-4 calcium flux | Mas-related G-protein coupled receptor member X1 (Homo sapiens), Q96LB2 | BAM8-22 antagonism; stronger effect = lower value | B-score at 10 µM | 1.3% of 310,000 active;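 active = calcium-response B-score plate-corrected more than 3 library SD below zero, starting fluorescence within 5 deviations, no agonist response on first addition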;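 also: peak minus trough fluorescence over baseline after final BAM8-22 challenge near maximal dose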
TMEM16A act = TMEM16A chloride channel activators or potentiators, primary screen, cell-based, HTS; AID 623877, 2012; 0.3% of 340,000 active; Anoctamin-1 (Mus musculus), Q8BHY3; HEK293 TMEM16A/YFP-H148Q/I152L, iodide quench fluorescence; stronger effect = lower value; B-score at 10 µM;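 active = fluorescence-ratio B-score plate-corrected deviation score at least 3 library SD below zero, with starting fluorescence score within 5 deviations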;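 also: channel opened by trigger with iodide after compound preincubation; score built on the fluorescence ratio of max minus min over baseline; more negative score means more quench and so TMEM16A activation or potentiation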
MrgX1 allo act = positive allosteric modulators of MrgX1, primary screen, HEK293 cells, Fluo-4 calcium flux; B-score at 10 µM; AID 588675, 2011; Mas-related G-protein coupled receptor member X1 (Homo sapiens), Q96LB2; 0.63% of 310,000 active; FDSS; stronger effect = higher value;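 active = plate-corrected calcium response at least 3 library SD above typical, normal starting fluorescence, not activating the receptor alone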;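 also: compound read alongside a low EC10 to EC30 dose of BAM8-22 agonist; peak minus trough fluorescence over baseline measured at the second addition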
SKKanGAS inh = S. pyogenes SKKanGAS growth inhibitors in kanamycin, primary screen, streptokinase expression inhibitor project, SKKanGAS strain, BacTiter-Glo luminescence | AID 1662, 2009 | 6 h | inhibition, % at 7.5 µM | 1.3% of 300,000 active;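 active = mean replicate score, as percent of positive control median, at least 50; inconclusive = mean below 50 but one replicate at or above 50; inactive = mean and every replicate below 50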;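 also: strain carries kanamycin resistance gene driven by streptokinase promoter and grows in 40 µg/ml kanamycin; loss of luminescence reflects streptokinase promoter inhibition or plain growth inhibition; 0% = median of DMSO wells and 100% = positive control at its reference dose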
HDAC3 inh = HDAC3 deacetylase inhibitors, primary screen, biochemical, fluorescence, cell-free homogeneous | Histone deacetylase 3 (Homo sapiens), O15379 | 0.15% of 320,000 active | AID 2718, 2010 | recombinant HDAC3, fluorogenic peptide/trypsin coupled | inhibition, % at 8.3 µM; in the data active = inhibition above about 26%, passing the limit was not always enough; inconclusive = no clear call, values can overlap the other calls
Target sequence (O15379 whole entry, looked up): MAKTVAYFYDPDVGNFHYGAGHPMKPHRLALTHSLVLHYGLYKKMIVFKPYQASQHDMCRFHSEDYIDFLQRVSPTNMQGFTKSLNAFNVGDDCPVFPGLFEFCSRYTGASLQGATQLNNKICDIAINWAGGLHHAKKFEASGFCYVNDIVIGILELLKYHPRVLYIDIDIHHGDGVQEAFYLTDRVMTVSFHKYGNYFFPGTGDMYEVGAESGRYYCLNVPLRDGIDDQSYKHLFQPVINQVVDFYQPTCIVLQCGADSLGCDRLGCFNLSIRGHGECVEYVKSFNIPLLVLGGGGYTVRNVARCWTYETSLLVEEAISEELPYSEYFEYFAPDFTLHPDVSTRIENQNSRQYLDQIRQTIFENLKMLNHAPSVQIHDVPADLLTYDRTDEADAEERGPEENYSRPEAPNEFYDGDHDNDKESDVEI
* = called active by the depositor; i = inactive; ? = inconclusive; · = no result given. Rows are unselected; about 6.7% have a hit in one of these screens.

SMILES	RGS4 act	TMEM16A inh	TRPC6 act	TRPC6 inh	RGS4 block	MrgX1 agonist	MrgX1 antagonist	TMEM16A act	MrgX1 allo act	SKKanGAS inh	HDAC3 inh
CCN1CCN(C(=S)c2ccc(O)cc2)CC1	i	i	i	i	i	i	i	i	i	-9	7
O=C(CCNC(=O)Cn1ccc2ccccc2c1=O)NCC1CCCC1c1ccccc1 (stereo not drawn)	i	i	i	i	i	i	i	i	i	-1	-2
C=CCN1C=C2C(=O)C(C)(OC(=O)CCC(=O)OC)C(=O)C(Br)=C2C=C1c1ccc(OC)cc1 (stereo not drawn)	i	i	i	i	i	i	i	i	i	4	3
Cc1ccccc1NC(=O)CC1SC(=Nc2ccc(O)cc2)NC1=O (stereo not drawn)	i	i	i	i	i	i	i	i	i	-4	-1
CCOc1ccccc1NC(=S)NC(=O)C1CCCCC1	i	i	i	i	i	i	i	i	i	6	14
O=C(O)c1ccc2c(=O)n3c(nc2c1)/C(=C/c1ccccc1C(F)(F)F)CCCC3	i	i	i	i	i	i	i	i	i	26	3
CCc1c(OC(C)=O)c2ccccc2n(C)c1=O	i	i	i	i	i	i	i	i	i	-5	0
CCOC(=O)c1c(OCCO)noc1N	i	i	i	i	i	i	i	i	i	-9	-3
COc1ccc(CNC(=O)C2CCNCC2)cc1	i	i	i	i	i	i	i	i	i	-3	-2
C=CCNC(=S)NNC(=O)CSc1nc2ccccc2s1	i	i	i	i	i	i	i	i	i	-7	2
Cc1c(-n2c(SCC(=O)N(C)C3CCS(=O)(=O)C3)nc3ccccc3c2=O)c(=O)n(-c2ccccc2)n1C (stereo not drawn)	i	i	i	i	i	i	i	i	i	-5	4
Cc1ccc(C)c(NC(=S)N(CCN(C)C)C(C)c2ccccn2)c1 (stereo not drawn)	i	i	i	i	i	i	i	i	i	-8	-3
Fc1ccccc1OCCSc1nnnn1-c1ccccc1	i	i	i	i	i	i	i	i	i	20	0
NC(=O)C1CCN(C(=O)COc2ccc3c4c(c(=O)oc3c2)CCCC4)CC1	i	i	i	i	i	i	i	i	i	-6	-26
NC(=S)C1COc2ccccc2O1 (stereo not drawn)	i	i	i	i	i	i	i	i	i	-4	5
CCOC(=O)[C@@H]1[C@H]2COc3ccc(Br)cc3[C@@H]2N2C(=O)N(c3ccc(Br)cc3)C(=O)[C@]12C	i	i	i	i	i	i	i	i	i	12	-2
COc1ccccc1NC(=S)N(Cc1ccc(Cl)cc1)CC1CCC(C(=O)O)CC1 (stereo not drawn)	i	i	i	i	i	i	i	i	i	-7	-3
CNc1cc(-n2nc(C)cc2-c2ccccc2)ncn1	i	i	i	i	i	i	i	i	i	1	1
O=C(CSc1nnc(NCc2ccccc2)s1)N1CCOCC1	i	i	i	i	i	i	i	i	i	-2	-4
Cc1cc(Oc2cc(N)cc([N+](=O)[O-])c2)ccc1Cl	i	i	i	i	i	i	i	i	i	-13	3
COc1ccc(Cl)cc1C(=O)NNC(=S)NC(=O)c1cc(-c2ccc(Cl)cc2)nc2ccccc12	-8.4*	100*	i	i	i	i	-7.3*	i	i	71*	-2
CC(CCc1ccccc1)NCC#N (stereo not drawn)	i	i	i	i	i	i	i	i	i	3	2
Cc1nn(-c2ccccc2)c(-c2ccccc2[N+](=O)[O-])c1C(=O)O	i	i	i	i	i	i	i	i	i	28	2
CC(C)(C)NC(=O)NC(=O)COC(=O)c1cc[n+]([O-])cc1	i	i	i	i	i	i	i	i	i	23	2
Cc1nc(N2CCN(C)CC2)c2sc(=S)n(-c3ccccc3)c2n1	i	i	i	i	i	i	i	i	i	1	-2
(list continues)
SMILES	RGS4 act	TMEM16A inh	TRPC6 act	TRPC6 inh	RGS4 block	MrgX1 agonist	MrgX1 antagonist	TMEM16A act	MrgX1 allo act	SKKanGAS inh	HDAC3 inh
C/C(=N\NC(N)=S)C1=CCC2C3CC[C@H]4CC(O)CC[C@]4(C)C3CC[C@]12C (stereo partly drawn)	i	i	i	i	i	i	i	i	i	19	-4
O=C(Cn1nc(-c2ccccc2)ccc1=O)NCC1COCCO1 (stereo not drawn)	i	i	i	i	i	i	i	i	i	3	4
CC1(C(=O)NC23CC4CC(CC(C4)C2)C3)CC1(Cl)Cl (stereo not drawn)	i	i	i	i	i	i	i	i	i	8	2
CS(=O)(=O)N1CCC(CO)(Cc2ccccc2C(F)(F)F)CC1	i	i	i	i	i	i	i	i	i	14	-5
Nc1cccc2c1C(=O)N(c1ccccc1)C2=O	i	i	i	i	i	i	i	i	i	2	2
CCc1ccc(OCc2cccc(C(=O)N/N=C\c3cnn(C)c3C)c2)cc1	i	·	i	i	i	·	·	i	·	13	·
NNc1ncnc2scc(-c3ccc(Cl)cc3)c12	i	i	i	i	i	i	i	i	i	0	10
O=S1(=O)[C@H]2C[C@@H]3C=C[C@@]2(CN1Cc1cccc(C(F)(F)F)c1)O3	i	i	i	i	i	i	i	i	i	3	3
COc1ccc(/C=N/NC(=O)c2cccc(OC(F)(F)C(F)F)c2)cc1O	i	i	i	i	i	i	i	i	i	1	7
COc1cc(/C=N/NC(=O)c2cccc(N3CCCC3=O)c2)ccc1O	i	i	i	i	i	i	i	i	i	0	6
Cc1nn(CC(=O)N(C)C2CCS(=O)(=O)C2)c(C)c1[N+](=O)[O-] (stereo not drawn)	i	i	i	i	i	i	i	i	i	0	1
COc1ccc(CNC(=O)CSc2nnnn2-c2ccc(O)cc2)cc1	i	i	i	i	i	i	i	i	i	-7	0
CC1CCCC/C1=N\NS(=O)(=O)c1ccc(Br)cc1 (stereo not drawn)	i	i	i	i	i	i	i	i	i	-1	4
O=C(c1cccc(Oc2c(Cl)cccc2[N+](=O)[O-])c1)N1CCCCC1	i	i	i	i	i	i	i	i	i	3	-5
CC(C)c1ccc(NC(=S)NC2CCN(Cc3ccccc3)CC2)cc1	i	i	i	i	i	i	i	i	i	-15	?
COc1ccc(OC2OC3COC(C)(C)OC3C(O)C2NC(C)=O)cc1 (stereo not drawn)	i	i	i	i	i	i	i	i	i	-4	-1
CC(=O)Oc1ccc(OC(C)=O)c(S(=O)(=O)c2ccc(C)c(C)c2)c1	i	i	i	i	i	i	i	i	i	4	-2
CNc1ccc(/C=C2\COc3ccccc3C2=O)cc1[N+](=O)[O-]	i	i	i	i	i	i	i	i	i	-4	-3
c1ccc2c(c1)CCN(Cc1nnnn1Cc1ccc3c(c1)OCO3)C2	i	i	i	i	i	i	i	i	i	4	-1
COc1cccc(C(=O)NCc2ccc(-c3nc4ccccc4s3)cc2)c1	i	i	i	i	i	i	i	i	i	3	0
CCc1ccc(N2CC(C(=O)N3CCCCCC3)CC2=O)cc1 (stereo not drawn)	i	i	i	i	i	i	i	i	i	2	2
COc1cc(OC)c(C(=O)NC23CC4CC(CC(C4)C2)C3)cc1OC	i	i	i	i	i	i	i	i	i	-11	-5
CCC(c1nnnn1Cc1cccs1)N1CCN(c2nc3ccccc3s2)CC1 (stereo not drawn)	i	i	i	i	i	i	i	i	i	9	-22
COc1ccc(/C=N/Nc2ccc(C(=O)O)cc2)cc1Br	i	i	i	i	i	i	i	i	i	14	4
CC1=NN(c2nc3ccccc3s2)C(O)(C(F)(F)F)C1 (stereo not drawn)	i	i	i	i	i	i	i	i	i	-5	5
The list goes on.
SMILES	RGS4 act	TMEM16A inh	TRPC6 act	TRPC6 inh	RGS4 block	MrgX1 agonist	MrgX1 antagonist	TMEM16A act	MrgX1 allo act	SKKanGAS inh	HDAC3 inh
COc1ccc(-c2oc3ncn4nc(Cc5ccccc5)nc4c3c2-c2ccc(OC)cc2)cc1	i	i	i	i	i	i	i	i	i	-16	-4
Cc1cc(NC(=O)COC(=O)CCNS(=O)(=O)c2ccccc2)n(-c2ccccc2)n1	i	i	i	i	i	i	i	i	i	-6	0
CCCCNC(=O)N(O)C1N(/N=C/c2ccccc2OC)C(=S)SC1(C)C (stereo not drawn)	i	i	i	i	i	i	i	i	i	2	3
Cc1cccc(N(C(=O)c2csnn2)C(C(=O)NC(C)(C)C)c2cccnc2)c1 (stereo not drawn)	i	i	i	i	i	i	i	i	i	-3	·
COc1ccc(C(=O)NCC(=O)N2CCN(c3ccc(F)cc3)CC2)cc1	i	i	i	i	i	i	i	i	i	-2	1
C(=N/N1CCN(c2ccccc2)CC1)/c1ccncc1	i	i	i	i	i	i	i	i	i	6	3
Cc1cc(C)n(C(=O)CNC(=O)c2ccc(Cl)cc2Cl)n1	i	i	i	i	i	i	i	i	i	2	-2
O=C(/C=C/c1cccc([N+](=O)[O-])c1)NCCSCc1ccc(Cl)cc1	i	i	i	i	i	i	i	i	i	5	-1
CN(C)c1ccc(/C=N/NC(=O)C2CC2c2ccccc2)cc1 (stereo not drawn)	i	i	i	i	i	i	i	i	i	·	-5
CC(NC(=O)COC(=O)CCc1ccccc1)c1ccccc1 (stereo not drawn)	i	i	i	i	i	i	i	i	i	4	1
CCN(CC)S(=O)(=O)c1ccccc1/C=N\O	i	i	i	i	i	i	i	·	i	1	-2
CCN(CC)c1ccc(NC(=O)CCNS(=O)(=O)c2ccc3c(c2)CCC(=O)N3)c(C)c1	i	i	i	i	i	i	i	i	i	0	?
CC(C)[C@H](NC(=O)C1(c2ccccc2)CCN(C(=O)OC(C)(C)C)CC1)C(=O)O	i	i	i	i	i	i	i	i	i	6	-3
O=C(CSc1nnc2ccc(-c3ccc(F)cc3)nn12)N1CCOCC1	i	i	i	i	i	i	i	i	i	-7	5
Cc1ccc(NC(=O)COc2coc(CN3CCN(Cc4ccccc4)CC3)cc2=O)cc1	i	25*	i	i	i	i	i	i	i	4	2

Assay outcomes as filed in PubChem BioAssay.
